Assay outcomes as filed in PubChem.
Statin myotox sup: suppressors of statin myotoxicity in C2C12 myotubes, primary screen, cell-based, single point, plate reader; C2C12 myotubes + simvastatin, ATP luminescence, 48 h; scaled: DMSO 0, geranylgeraniol control 100; rescue of ATP level, % at 7.49 µM; 330,000 compounds, 0.78% hits;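 active = mean ATP rescue above about 67%, or every replicate alone reaching that limit, limit read from the data, passing the limit was not always enough; inconclusive = no clear call, values can overlap the other calls; inactive = mean under the limit and some replicate under it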;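 note: myotubes were challenged with 10 µM simvastatin during compound exposure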
SIRT5 inh: SIRT5 desuccinylase inhibitors, primary screen, biochemical, fluorescence imaging, single point, set 5; 330,000 compounds, 1.1% hits; Purified SirT5, succinyl-peptide AMC, trypsin-coupled fluorescence; inhibition, % at 15 µM; AID 652115, 2013; NAD-dependent protein deacylase sirtuin-5, mitochondrial (Homo sapiens), Q9NXA8; in the data active = inhibition above about 15%; inconclusive = no clear call, values can overlap the other calls
Target sequence (Q9NXA8 whole entry, looked up): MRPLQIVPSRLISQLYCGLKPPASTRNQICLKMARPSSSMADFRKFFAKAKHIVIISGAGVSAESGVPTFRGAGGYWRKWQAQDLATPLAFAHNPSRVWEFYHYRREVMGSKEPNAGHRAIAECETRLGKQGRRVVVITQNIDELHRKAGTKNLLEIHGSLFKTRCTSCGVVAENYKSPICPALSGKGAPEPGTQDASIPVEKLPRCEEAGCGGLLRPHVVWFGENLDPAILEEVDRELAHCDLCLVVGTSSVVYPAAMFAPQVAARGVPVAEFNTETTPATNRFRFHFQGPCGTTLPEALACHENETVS
FN deposition inh: inhibitors of fibronectin matrix deposition, primary screen, AH1F cells, Alexa488-fibronectin fluorescence, plate reader; AH1F fibroblasts, overnight; inhibition, % at 12.6 µM; 350,000 compounds, 0.086% hits; AID 743247, 2014;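 active = mean inhibition across replicates of 30% or more, regardless of how many single replicates reach that level; inconclusive = mean under 30% yet at least half of replicates reach 30%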;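 note: positive control wells lacked labelled fibronectin entirely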
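Material: AH1F fibroblasts assembling fluorescent fibronectin matrix; amount: 10000 AH1F cells/well; medium: DMEM, 2% serum; reagent: Alexa488-fibronectin, 24 nM final in well; dosing: single compound dose, delivered by pin transfer; incubation: 1 h adhesion, overnight exposure; detection: fluorescence after three HBSS washes, excitation 485 nm, emission 525 nm; measure: fibronectin deposition inhibition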
S100A4 MyoIIA: inhibitors of S100A4-myosin IIA peptide binding, primary screen, biochemical, fluorescence polarization, TAMRA-MyoIIA peptide. 360,000 compounds, 0.14% hits. inhibition, % at 10.7 µM;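 active = mean inhibition of at least 70% across replicates, with every replicate also reaching that level; inconclusive = mean inhibition reaches 70% but some replicates fall short; inactive = mean inhibition below 70%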
Target sequence (P26447 whole entry, looked up): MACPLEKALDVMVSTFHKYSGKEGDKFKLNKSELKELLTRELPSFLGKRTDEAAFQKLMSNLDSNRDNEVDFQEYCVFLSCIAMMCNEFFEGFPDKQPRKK
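System – human S100A4 monomer protein, biochemical binding assay · Buffer or medium – Calcium-containing HEPES buffer, pH 7.2 · Timing – 5 min between mix addition and reading · Also added – TAMRA-labelled myosin IIA heavy-chain peptide probe, 5 nM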
CASP6 VEID inh: human caspase-6 inhibitors, primary screen, biochemical, VEID-R110 fluorescence, single point, set 2. inhibition, % at 12.5 µM. 350,000 compounds, 0.53% hits. P55212. AID 686996, 2013. purified caspase-6, Z-VEID-R110 cleavage fluorescence;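 active = mean inhibition across replicates at least about 35%, with every replicate also reaching that limit, limit read from the data; inconclusive = only one of the two criteria met; inactive = neither criterion met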;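 note: 0% = median of neutral control wells and 100% = no fluorescence left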
Target sequence (P55212 24-179 limits assumed): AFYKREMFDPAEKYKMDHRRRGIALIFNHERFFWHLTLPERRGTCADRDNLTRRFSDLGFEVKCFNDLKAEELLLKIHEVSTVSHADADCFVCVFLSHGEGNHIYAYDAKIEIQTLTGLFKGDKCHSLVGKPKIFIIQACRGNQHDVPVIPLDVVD
Target sequence (P55212 194-293 limits assumed): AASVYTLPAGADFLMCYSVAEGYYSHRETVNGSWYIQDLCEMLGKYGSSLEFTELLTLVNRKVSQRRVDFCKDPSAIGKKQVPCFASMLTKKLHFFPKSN
esBAF inh: Bmi1 luciferase reporter increase in mESCs, primary screen, esBAF inhibitor project, mouse ES cells, Bmi1 luciferase knock-in, single point | 24 h; 100% = twice the neutral-well signal | reporter increase, % at 12.5 µM | 350,000 compounds, 2% hits | AID 602393, 2012; in the data active = activation above about 40%; inconclusive = no clear call, values can overlap the other calls;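 note: 0% = median of the plate's neutral control wells and 100% = double that signal; a rise in the Bmi1 reporter signal indicates esBAF inhibition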
LGR2 antag: inhibitors of bursicon-induced LGR2 CRE-luciferase signal, primary screen, cell-based, HEK293, CRE-luciferase reporter, bursicon stimulation; Drosophila bursicon receptor LGR2 (rickets); AID 720647, 2013; bursicon-stimulated, 4 h; inhibition, % at 9.99 µM; 380,000 compounds, 0.35% hits;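 active = drop in luminescence signal, shown as inhibition above about 50% in the replicate tests, limit read from the data, passing the limit was not always enough; inconclusive = probably only some replicates passing the limit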;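 note: agonist challenge used bursicon conditioned medium at about half maximal strength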
Numbers without * were called inactive; & = joins results of further samples.

How did CCOC(=O)/C(C#N)=C/Nc1ccccc1NS(=O)(=O)c1ccc(C)c(C)c1 do in these assays?
SIRT5 inh: 1; FN deposition inh: 3; S100A4 MyoIIA: -1; CASP6 VEID inh: -1; LGR2 antag: -4

Results for O=C(CSCc1c(Cl)cccc1Cl)NCc1ccccn1 ?
SIRT5 inh: -5; FN deposition inh: -4; S100A4 MyoIIA: -45; CASP6 VEID inh: 1; LGR2 antag: 17

How did C[C@@H]1CN([C@@H](C)CO)C(=O)c2cccc(NS(C)(=O)=O)c2O[C@H]1CN(C)C(=O)Nc1cccc2ccccc12 do in these assays?
Statin myotox sup: -17; SIRT5 inh: 4; S100A4 MyoIIA: 25; CASP6 VEID inh: -3; esBAF inh: -11; LGR2 antag: 10

How did S=C(Nc1ccccc1Cl)N1CCN(c2ccccn2)CC1 do in these assays?
Statin myotox sup: -4; SIRT5 inh: 3; FN deposition inh: 5; S100A4 MyoIIA: 31; CASP6 VEID inh: -5; esBAF inh: -11; LGR2 antag: -8

What do the screens show for `CC1(C)C=C(c2ccc(C(=O)O)s2)CC(C)(C)N1`?
SIRT5 inh: -1; FN deposition inh: -11; S100A4 MyoIIA: 10; CASP6 VEID inh: 1; LGR2 antag: -2

Results for COCC#Cc1ccc2c(c1)O[C@H](CN(C)S(=O)(=O)c1ccc(C)cc1)[C@H](C)CN([C@@H](C)CO)S2(=O)=O ?
Statin myotox sup: -23; SIRT5 inh: 13; FN deposition inh: 10; S100A4 MyoIIA: -38; CASP6 VEID inh: 1; esBAF inh: 0; LGR2 antag: 0

What do the screens show for `CC(=O)N/N=C(\C)CC(=O)Nc1ccc2c(c1)OCCO2`?
Statin myotox sup: 0; SIRT5 inh: -1; FN deposition inh: -11; S100A4 MyoIIA: 2; CASP6 VEID inh: 0; esBAF inh: -13; LGR2 antag: 8

What do the screens show for `CC1=NN(c2ccc(C(=O)O)cc2)C(=O)/C1=C/c1ccc(-c2ccccc2F)o1`?
Statin myotox sup: -6; SIRT5 inh: 0; S100A4 MyoIIA: -7; CASP6 VEID inh: 17; esBAF inh: 6

How did CNC(=O)c1ccsc1NC(=O)C1CCN(S(=O)(=O)c2cccs2)CC1 do in these assays?
Statin myotox sup: -7; SIRT5 inh: -4; FN deposition inh: 4; S100A4 MyoIIA: -4; CASP6 VEID inh: 2; esBAF inh: -8; LGR2 antag: 8

How did O=C(Nc1ccc(F)c(Cl)c1)c1cc(C2CCCCN2C(=O)CCc2ccccc2)on1 (configuration not stated) do in these assays?
Statin myotox sup: -2; FN deposition inh: 9; S100A4 MyoIIA: 2; CASP6 VEID inh: 0; esBAF inh: 4; LGR2 antag: 19

Results for CC(=O)c1ccc(Sc2nnc(C)s2)c([N+](=O)[O-])c1 ?
Statin myotox sup: 10; SIRT5 inh: 0; FN deposition inh: 6; S100A4 MyoIIA: -4; CASP6 VEID inh: 0; esBAF inh: -4; LGR2 antag: 9

Results for Clc1nc(Cl)c2ncn(-c3ccccc3)c2n1 ?
Statin myotox sup: 5; S100A4 MyoIIA: -1; CASP6 VEID inh: 0; esBAF inh: 30; LGR2 antag: -130

What do the screens show for `Cc1ccc(NS(=O)(=O)c2ccc3c(c2)OCCCO3)cc1S(=O)(=O)N1CCOCC1`?
Statin myotox sup: 6; SIRT5 inh: -1; FN deposition inh: 2; S100A4 MyoIIA: -11; CASP6 VEID inh: 3; esBAF inh: 4; LGR2 antag: 4

What do the screens show for `C[C@H](CO)N1C[C@H](C)[C@H](CN(C)S(=O)(=O)c2cccc(F)c2)OCc2cnnn2CCCC1=O`?
Statin myotox sup: -9; SIRT5 inh: -1; FN deposition inh: 2; S100A4 MyoIIA: 0; CASP6 VEID inh: 0; esBAF inh: 2; LGR2 antag: 6

How did COc1ccccc1C(=O)Nc1ccnn1C1CCN(C2CCCCC2)CC1 do in these assays?
Statin myotox sup: 3; SIRT5 inh: -1; FN deposition inh: -3; S100A4 MyoIIA: -5; CASP6 VEID inh: -6; esBAF inh: -2; LGR2 antag: -4

Results for CC(=O)C1=C(c2ccccc2)NC(=O)NC1c1ccc(O)c(Cl)c1 (configuration not stated) ?
Statin myotox sup: -2; SIRT5 inh: -3; FN deposition inh: -8; S100A4 MyoIIA: 1; CASP6 VEID inh: 3; esBAF inh: -9; LGR2 antag: 4

How did O=C(CN1CCOCC1)N1CC2(C1)[C@@H](c1ccccc1)[C@@H](CO)N2Cc1ccc(F)cc1 do in these assays?
SIRT5 inh: -4; S100A4 MyoIIA: 1; CASP6 VEID inh: -2; LGR2 antag: 9

What do the screens show for `CNC(=O)COc1coc(CN2CCN(c3ccccc3)CC2)cc1=O`?
Statin myotox sup: -3; SIRT5 inh: -1; FN deposition inh: 6; S100A4 MyoIIA: -8; CASP6 VEID inh: 10; esBAF inh: -9; LGR2 antag: -17

Results for CC(=O)Nc1cc(C(=O)NCc2ccco2)ccc1Sc1ccc(F)cc1 ?
SIRT5 inh: 2; S100A4 MyoIIA: -2; CASP6 VEID inh: 3; LGR2 antag: -4

How did COc1ccc(NC(=O)N(C)C[C@H]2OCCCC[C@H](C)Oc3ccc(NS(C)(=O)=O)cc3C(=O)N([C@@H](C)CO)C[C@@H]2C)cc1 do in these assays?
SIRT5 inh: 7; S100A4 MyoIIA: 4; CASP6 VEID inh: -1; esBAF inh: 4; LGR2 antag: 12

Results for COc1ccc(C(C)(C)C)cc1NC(=O)c1ccc[n+]([O-])c1 ?
Statin myotox sup: 3; FN deposition inh: -1; S100A4 MyoIIA: -6; CASP6 VEID inh: -1; esBAF inh: -4; LGR2 antag: -11

What do the screens show for `CCCn1c(O)c(N=NC(=O)CNC(=O)/C=C/c2ccc(OC)cc2)c2ccccc21`?
Statin myotox sup: 9; SIRT5 inh: -7; FN deposition inh: 8; S100A4 MyoIIA: -1; CASP6 VEID inh: 1; esBAF inh: 6; LGR2 antag: 7

Results for C=CCCN(C(C(=O)OC)C(C)C)S(=O)(=O)c1ccccc1Br (configuration not stated) ?
Statin myotox sup: -9; SIRT5 inh: -4; FN deposition inh: -11; S100A4 MyoIIA: -14; CASP6 VEID inh: 1; esBAF inh: 3; LGR2 antag: 12

What do the screens show for `COc1ccc(NCC(=O)N/N=C/C=C\c2ccccc2)cc1`?
SIRT5 inh: 0; FN deposition inh: 1; S100A4 MyoIIA: -1; CASP6 VEID inh: 3; LGR2 antag: -34

What do the screens show for `C[C@@H]1CN([C@H](C)CO)C(=O)c2ccccc2-c2ccccc2CO[C@@H]1CN(C)S(=O)(=O)c1ccc(F)cc1`?
Statin myotox sup: -2; SIRT5 inh: -6; FN deposition inh: 10; S100A4 MyoIIA: 17; CASP6 VEID inh: -1; esBAF inh: -2; LGR2 antag: -15

Results for O=C(NCc1nc2ccccc2[nH]1)C1=C[C@H](c2ccc3c(c2)OCO3)C[C@H](OCCCCO)O1 ?
Statin myotox sup: 14; SIRT5 inh: 1; FN deposition inh: 7; S100A4 MyoIIA: -16&-1; CASP6 VEID inh: 0&-1; esBAF inh: -6; LGR2 antag: -8

What do the screens show for `CCOC(=O)N1CCN(C(=O)C2CCC(=O)N(Cc3ccc(Cl)cc3)C2)CC1` (configuration not stated)?
Statin myotox sup: 4; SIRT5 inh: -3; FN deposition inh: 3; S100A4 MyoIIA: 4; CASP6 VEID inh: 2; esBAF inh: 2; LGR2 antag: 6

How did O=c1ccn([C@@H]2O[C@H](CNCC3=Cc4cc(O)ccc4OC3)[C@@H](O)[C@H]2O)c(=O)[nH]1 do in these assays?
Statin myotox sup: 1; FN deposition inh: 7; S100A4 MyoIIA: -3; CASP6 VEID inh: -1; esBAF inh: 0; LGR2 antag: -24

What do the screens show for `Cc1ccc(NC(=O)c2ccc(OC(=O)CCN3C(=O)c4ccccc4C3=O)cc2)cc1`?
Statin myotox sup: -27; FN deposition inh: 5; esBAF inh: inconclusive

What do the screens show for `COc1cc(CN2CCN(c3cccc(Cl)c3)CC2)cc(OC)c1OC`?
Statin myotox sup: -133; FN deposition inh: -3; esBAF inh: 2; LGR2 antag: -7

Results for CC(NC(=O)CNC(=O)c1cccs1)c1cccc(C(F)(F)F)c1 (configuration not stated) ?
Statin myotox sup: -12; SIRT5 inh: -1; FN deposition inh: 4; S100A4 MyoIIA: 1; CASP6 VEID inh: 4; esBAF inh: -9; LGR2 antag: 5

Results for CCCC[N+](CC#Cc1ccccc1)(CCCC)CCCS(=O)(=O)[O-] ?
SIRT5 inh: -2; FN deposition inh: -2; S100A4 MyoIIA: 0; CASP6 VEID inh: 0; LGR2 antag: 4

What do the screens show for `CCSc1nsc(NC(=O)Nc2cccc(C(C)=O)c2)n1`?
Statin myotox sup: -29; SIRT5 inh: -1; FN deposition inh: -6; S100A4 MyoIIA: 4; CASP6 VEID inh: 1; esBAF inh: 7; LGR2 antag: 22

Results for OC1(c2ccc(Br)cc2)CN(c2ccccc2)C2=[N+]1CCS2 (configuration not stated) ?
SIRT5 inh: 1; FN deposition inh: 3; S100A4 MyoIIA: -1; CASP6 VEID inh: -3; LGR2 antag: -5

How did CCn1c(CC(=O)Nc2ccc(OC)cc2)nnc1SCC(=O)N1CCOCC1 do in these assays?
Statin myotox sup: -2; SIRT5 inh: 0; FN deposition inh: -4; S100A4 MyoIIA: 0; CASP6 VEID inh: -1; esBAF inh: -3; LGR2 antag: 21

How did Cc1cc(C)n2nc(C(=O)Nc3c(C)nn(Cc4ccc(F)cc4)c3C)cc2n1 do in these assays?
Statin myotox sup: -4; SIRT5 inh: 6; FN deposition inh: -8; S100A4 MyoIIA: -11; CASP6 VEID inh: 0; esBAF inh: -1; LGR2 antag: -11

Results for COC(=O)C1=C(C)N(Cc2cccc(C(F)(F)F)c2)C(=NCc2cccc(C(F)(F)F)c2)NC1c1ccccc1C(F)(F)F (configuration not stated) ?
SIRT5 inh: -1; FN deposition inh: 3; S100A4 MyoIIA: -3; CASP6 VEID inh: -5; LGR2 antag: 2

What do the screens show for `CC1C(=O)N2CCCc3cc(NS(=O)(=O)c4ccc([N+](=O)[O-])cc4)cc1c32` (configuration not stated)?
Statin myotox sup: 7; SIRT5 inh: 6; FN deposition inh: -6; S100A4 MyoIIA: 0; CASP6 VEID inh: 7; LGR2 antag: -12

Results for CCN1C[C@@H]2[C@@H]3C(=O)N(C)C(=O)[C@@H]3[C@](C)(C1=O)N2C(=O)c1ccc(C)cc1 ?
Statin myotox sup: 11; SIRT5 inh: -3; FN deposition inh: -9; S100A4 MyoIIA: 1; CASP6 VEID inh: -2; esBAF inh: -5; LGR2 antag: 4

How did Cc1ccc(N=C2NC(=O)/C(=C/c3cn(C)c4ccccc34)S2)cc1C do in these assays?
Statin myotox sup: -15; SIRT5 inh: 26*; FN deposition inh: 0; S100A4 MyoIIA: -3; CASP6 VEID inh: 7; esBAF inh: 7; LGR2 antag: 1

This is a subset; rates above refer to the full screens.
